Growth percent in the NCI-60 one-dose screen (48 h, 10 µM unless noted): 100 = growth as untreated, 0 = no growth, -100 = all killed.
SW-620 – SW-620 colon cancer; 82,000 tested, 5.2% active; AID 1794795
HCT-15 – HCT-15 colon cancer. 82,000 tested, 5.2% active
TK-10 – TK-10 renal cancer cells. 81,000 tested, 3.9% active. AID 1794769
SN12C – SN12C renal cancer cells; 81,000 tested, 3.8% active; AID 1794767
UO-31 – UO-31 renal cancer; 81,000 tested, 5.2% active
HCT-116 – HCT-116 colon cancer; 82,000 tested, 7.3% active
786-0 – 786-0 renal cancer cells; 81,000 tested, 5.1% active; AID 1794775
HT29 – HT29 colon cancer; AID 1794748; 81,000 tested, 7.4% active
HCC-2998 – HCC-2998 colon cancer; 79,000 tested, 4.7% active
Active calls of the source: *; . = no result given; & = joins results of further samples. The calls were made as follows: active = growth percent below 10; inactive = the rest. Outcome played no part in choosing rows (roughly 12% active in at least one column).

# | compound | SW-620 | HCT-15 | TK-10 | SN12C | UO-31 | HCT-116 | 786-0 | HT29 | HCC-2998
1 | COC(=O)/C(CCC(Br)C(C)(C)[n+]1ccccc1)=C1\[C@@H](OC(C)=O)C[C@@]2(C)[C@H]1C[C@@H](O)[C@H]1[C@@]3(C)CC[C@H](O)[C@@H](C)[C@@H]3CC[C@@]12C (stereo not given in full) | 104.0 | 106.5 | 112.3 | 105.3 | 81.4 | 100.6 | 109.3 | 108.7 | 109.7
2 | Cc1nc2cc(Nc3nc(Nc4ccc(F)cc4)nc(N4CCOCC4)n3)ccc2n1Cc1ccccc1 | 80.3 | 46.6 | 85.2 | 79.8 | 54.3 | 47.6 | 32.4 | 21.6 | 93.9
3 | COc1ccc(NC(=O)c2cccc(-c3cc(=O)c4c(O)c(OC)c(OC)cc4o3)c2)cc1 | 101.6 | 107.4 | 105.1 | 84.3 | 93.4 | 70.5 | 43.0 | 87.7 | 101.2
4 | NC[C@H]1O[C@H](O[C@H]2C(O[C@@H]3O[C@H](CO)[C@@H](O)[C@H]3O)[C@@H](O)[C@H](N)C[C@@H]2N)[C@H](N)[C@@H](O)[C@@H]1O (stereo not given in full) | 100.7 | 100.9 | 96.7 | 92.5 | 70.6 | 98.0 | 92.4 | 90.8 | 99.8
5 | C[n+]1cc2ccccc2c2ccccc21 | 85.7 | 100.9 | 84.6 | 90.0 | 71.7 | 89.8 | 97.4 | 88.3 | 100.9
6 | O=C(Nc1ccc(Br)cc1)N1CCN(C(=O)Nc2ccc(Br)cc2)CC1 | 100.4 | 103.4 | 111.4 | 101.0 | 77.0 | 103.4 | 102.2 | 109.4 | 101.1
7 | Cc1nn(-c2ccc(F)cc2)c2ncnc(Nc3ccc(NC(=O)Nc4ccc(Cl)c(C(F)(F)F)c4)cc3)c12 | 19.9 | 11.2 | 26.5 | 27.2 | 40.1 | 32.1 | 40.7 | 37.9 | 22.2
8 | O=C1C(Cl)=C(Nc2cccc3ccccc23)C(=O)c2ccccc21 | 68.9 | 70.0 | 95.4 | 80.1 | 58.5 | 47.7 | 90.0 | 90.3 | 102.7
9 | OC(Cc1ccccc1)Cc1ccccc1 | 113.9 | 116.9 | 95.4 | 96.8 | 88.8 | 105.1 | 97.6 | 101.4 | 102.2
10 | O=C(N/N=C/c1ccccc1SSc1ccccc1/C=N/NC(=O)c1ccccc1)c1ccccc1 | 41.6 | 21.6 | 31.8 | 43.4 | 18.6 | 24.6 | 23.6 | 43.3 | 55.6
11 | COC(=O)/C=C/C(=O)NC(N)=O | 103.3 | 96.3 | 101.8 | 101.4 | 91.5 | 102.7 | 102.9 | 101.8 | 121.7
12 | COc1cc(C(C)=O)ccc1O | 104.0 | 106.6 | 95.0 | 102.8 | 89.6 | 99.8 | 103.0 | 100.3 | 108.6
13 | Cc1cccc(N2CCC(=O)NC2=S)c1 | 103.2 | 106.7 | 104.1 | 98.2 | 88.2 | 93.2 | 102.7 | 113.1 | 95.4
14 | CC(C)(C)n1cc(-c2ccnc(NCCCNS(=O)(=O)c3ccc(C(F)(F)F)cc3)c2)c(-c2cccc(F)c2)n1 | 90.0 | 37.7 | 108.0 | 82.8 | 78.0 | 54.4 | 88.3 | 16.5 | 105.6
15 | Oc1c(C=C2N=c3ccccc3=N2)sc(=S)n1N1CCOCC1 | 98.1 | 95.7 | 90.9 | 93.5 | 74.7 | 97.3 | 102.8 | 99.6 | 100.5
16 | CNC(=O)c1cc(Oc2ccc3nc(NC(=O)Nc4ccc(F)cc4F)sc3c2)ccn1 | 99.9 | 84.0 | 93.5 | 69.2 | 91.4 | 20.7 | 64.0 | 58.8 | 88.1
17 | COc1cc(CNC(=O)/C=C/C=C/c2ccc3c(c2)OCO3)ccc1OCc1cn(-c2ccc(Br)cc2)nn1 | 81.9 | 86.8 | 96.4 | 75.8 | 82.7 | 67.2 | 72.3 | 79.1 | 88.9
18 | C=C(CC(=O)O)C(=O)O | 93.9 | 99.4 | 98.6 | 97.3 | 90.7 | 95.9 | 86.3 | 101.7 | 106.2
19 | COc1ccc(-c2ccnc3c(C#N)c(Nc4ccccc4)nn23)cc1OC | 90.0 | 88.8 | 65.8 | 89.8 | 67.9 | 87.5 | 85.7 | 90.0 | 99.1
20 | CC1CC(=O)Oc2cc(O)c(O)cc21 (stereo not given) | 104.0 | 84.0 | 103.6 | 93.6 | 83.2 | 94.2 | 101.4 | 94.4 | 104.7
21 | C1=C\c2ccc(c(-c3nnc(Nc4cccnc4)o3)c2)/C=C\c2ccc/1cc2 | 92.9 | 92.8 | 103.4 | 91.0 | 77.9 | 89.4 | 94.3 | 88.5 | 119.5
22 | Nc1cccc(-c2cccc(Oc3ccc4nnc(Cl)n4n3)c2)c1 | 98.2 | 88.2 | 98.9 | 96.0 | 65.4 | 92.0 | 91.7 | 111.5 | 117.4
23 | COC(=O)C(Br)C(OC(C)=O)c1ccc(OC)c(OC)c1 (stereo not given) | . | 98.1 | 93.4 | 101.1 | 86.0 | 97.1 | 92.1 | 103.9 | 117.3
24 | CCCc1ccc(/C=C2\SC(=Nc3ccc(O)c(C(=O)OC)c3)NC2=O)cc1 | 99.6 | 87.0 | 89.4 | 95.4 | 74.8 | 82.4 | 88.7 | 107.7 | 87.0
25 | Cc1ccc(C(=O)CSc2nc(-c3ccc(Cl)cc3)c(C#N)c(=O)[nH]2)cc1 | 98.6 | 103.6 | 105.5 | 94.1 | 80.0 | 106.1 | 99.7 | 97.0 | 102.8
26 | COc1ccc(/C=C/C(=O)c2ccc(NC(=O)CSc3nnc(-c4ccc(Cl)cc4)n3-c3ccccc3)cc2)cc1 | 110.2 | 80.5 | 113.0 | 91.2 | 79.8 | 36.4 | 98.0 | 98.7 | 103.1
27 | NC(=S)N/N=C/c1ccc(OC(=O)COc2ccc(Cl)cc2)cn1 | 46.3 | 70.6 | 74.9 | 28.2 | 24.9 | 39.7 | 32.5 | 79.3 | .
28 | Cc1c(Br)cccc1-c1nnc(C(c2ccc(F)cc2)N2CCCCC2)o1 (stereo not given) | 99.0 | 95.4 | 104.9 | 86.9 | 60.4 | 81.3 | 98.6 | 96.1 | 96.3
29 | CC1CCN(C(=O)CCCl)c2ccccc21 (stereo not given) | 91.3 | 101.8 | 95.7 | 99.7 | 75.8 | 97.3 | 109.5 | 101.7 | 86.1
30 | CC(C)CCc1nc2ccc(NCc3ccccc3)cc2[nH]1 | 95.3 | 73.6 | 100.3 | 85.8 | 70.2 | 75.5 | 77.1 | 73.4 | 102.4
31 | O=C1C=CC2(O)OC/C(=C\c3ccccc3)C(O)=C2C1=O (stereo not given) | 5.5* | -6.4* | 11.5 | -30.7* | -91.5* | -9.7* | -41.3* | 17.8 | 80.6
32 | CC(C)CC(CC(C)C)=NC(C)(C)CO | 111.5 | 100.6 | 112.6 | 107.7 | 88.2 | 99.7 | 102.6 | 102.8 | 105.0
33 | O=C(Oc1cccc(F)c1OC(=O)c1cccc(O)c1)c1cccc(O)c1 | 73.5 | 43.4 | 95.6 | 33.8 | 33.3 | 37.7 | 49.5 | 97.4 | 92.5
34 | Cc1ccc2[nH]c(=O)c(/C=N/O)cc2c1 | 79.4 | 93.0 | 106.4 | 89.6 | 67.7 | 91.2 | 94.7 | 94.7 | 101.6
35 | Cc1ccc(N=Nc2c(N)nn3c(-c4cc5cc(Br)ccc5oc4=O)ccnc23)cc1 | 106.9 | 79.2 | 81.9 | 35.6 | 79.8 | 44.5 | 56.8 | 65.0 | 87.1
36 | Cc1c(Cl)ccc2c(C(=O)Cl)cc(-c3ccccc3)nc12 | 97.5 | 100.7 | 104.9 | 99.9 | 90.1 | 102.0 | 97.1 | 116.1 | 109.1
37 | Cn1c(=O)c2c(nc(CCCCCc3nc4c(c(=O)n(C)c(=O)n4C)n3C)n2C)n(C)c1=O | 101.6 | 111.5 | 111.3 | 90.8 | 91.6 | 103.6 | 105.6 | 98.5 | 103.7
38 | CCN1CCC2(CC1)NC(=O)c1c(c3ccc(Cl)c(Cl)c3n1C)C2C#N (stereo not given) | 37.6 | 14.3 | 54.5 | 49.4 | 43.0 | 14.0 | 63.7 | 7.3* | -5.3*
39 | C=CC(=O)c1c(C)cc(O)cc1C | 94.4 | 98.5 | 91.4 | 96.4 | 95.4 | 88.9 | 85.5 | 87.1 | 91.5
40 | CC(O)COc1ccc(C2CCCCC2)cc1 (stereo not given) | 107.8&102.2 | 104.6&100.7 | 89.0&97.3 | 101.0&98.5 | 86.4 | 102.2 | 94.9 | 91.1&92.7 | 103.4
41 | COc1ccc(C(C)=C(c2ccc(OCCCN(C)C)cc2)c2ccc(OCCCN(C)C)cc2)cc1 | -59.4* | -72.7* | -97.7* | -94.2* | -99.4* | -72.1* | -82.6* | -94.3* | -91.6*
42 | Cc1ccc(-c2nonc2NC(=O)/C(C#N)=C/c2c(Oc3ccccc3)nc3ccccn3c2=O)cc1 | 101.0 | 98.7 | 97.9 | 101.3 | 63.3 | 99.7 | 100.9 | 109.3 | 116.3
43 | Cc1cccc(Nc2c(N)nc(N)nc2N)c1 | 106.6 | 106.7 | 109.2 | 103.5 | 95.6 | 109.5 | 106.7 | 106.2 | 107.3
44 | Cc1cc2c(-c3nc4ccccn4c3N)c(O)c(O)cc2c(O)c1-c1c(C)cc2c(-c3nc4ccccn4c3N)c(O)c(O)cc2c1O | 22.7 | 17.8 | 11.9 | 10.1 | 31.2 | 9.9* | 32.4 | 8.0* | 30.7
45 | O=C(Nc1cccc(Nc2ccc(Cl)nn2)c1)Nc1ccc(Cl)c(Cl)c1 | 108.6 | 95.6 | 97.5 | 95.2 | 87.8 | 83.7 | 89.5 | 94.2 | 105.6

The list goes on, starting with the last five of the part before.
# | compound | SW-620 | HCT-15 | TK-10 | SN12C | UO-31 | HCT-116 | 786-0 | HT29 | HCC-2998
41 | COc1ccc(C(C)=C(c2ccc(OCCCN(C)C)cc2)c2ccc(OCCCN(C)C)cc2)cc1 | -59.4* | -72.7* | -97.7* | -94.2* | -99.4* | -72.1* | -82.6* | -94.3* | -91.6*
42 | Cc1ccc(-c2nonc2NC(=O)/C(C#N)=C/c2c(Oc3ccccc3)nc3ccccn3c2=O)cc1 | 101.0 | 98.7 | 97.9 | 101.3 | 63.3 | 99.7 | 100.9 | 109.3 | 116.3
43 | Cc1cccc(Nc2c(N)nc(N)nc2N)c1 | 106.6 | 106.7 | 109.2 | 103.5 | 95.6 | 109.5 | 106.7 | 106.2 | 107.3
44 | Cc1cc2c(-c3nc4ccccn4c3N)c(O)c(O)cc2c(O)c1-c1c(C)cc2c(-c3nc4ccccn4c3N)c(O)c(O)cc2c1O | 22.7 | 17.8 | 11.9 | 10.1 | 31.2 | 9.9* | 32.4 | 8.0* | 30.7
45 | O=C(Nc1cccc(Nc2ccc(Cl)nn2)c1)Nc1ccc(Cl)c(Cl)c1 | 108.6 | 95.6 | 97.5 | 95.2 | 87.8 | 83.7 | 89.5 | 94.2 | 105.6
46 | COc1ncc(-n2c(C(=O)N3CC(F)C3)cc3cccnc32)cc1Cl | 102.7 | 95.9 | 96.4 | 101.8 | 90.6 | 99.0 | 98.6 | 103.7 | 94.7
47 | O=C(O)[C@@H]1c2ccccc2-c2ccccc2[C@H]1C(=O)O | 100.6 | 101.4 | 105.1 | 99.6 | 66.3 | 92.6 | 88.8 | 102.3 | 100.1
48 | CN(C)c1c([N+](=O)[O-])cc(N2C(=O)C=CC2=O)cc1[N+](=O)[O-] | 86.8 | 118.3&96.0 | 114.7&107.5 | 102.0&99.3 | 84.5&100.7 | 102.7&95.2 | 107.7&112.8 | 94.1&109.2 | 110.3&107.5
49 | CS(=O)(=O)c1ccccc1C=O | 102.0 | 101.3 | 103.3 | 100.5 | . | . | . | 106.4 | .
50 | COc1cc(C2N(c3ccccc3)NC(=O)[C@H]3CCCN23)cc(OC)c1OC (stereo not given in full) | 93.4 | 90.8 | 94.8 | 89.9 | 69.6 | 86.7 | 76.4 | 111.3 | 105.1
51 | Cc1cc(N2CCN(C)CC2)nc(N(CCNc2ccnc3cc(Cl)ccc23)Cc2ccccn2)n1 | 69.4 | 67.7 | 96.9 | 84.7 | 62.0 | 56.2 | 73.0 | 41.5 | 98.2
52 | COc1ccc(C(=O)C2=Cc3c(C)c4ccccc4n3Cc3cnnn32)cc1 | 98.3 | 106.9 | 137.1 | 92.1 | 61.8 | 87.7 | 99.3 | 101.7 | 105.8
53 | O=C(C[n+]1ccc(/C=C/c2ccncc2)cc1)c1ccc(Br)cc1 | 82.2 | 88.9 | 109.6 | 77.5 | 63.8 | 73.6 | . | 85.3 | 97.9
54 | COc1ccc(/C=N\NC(=O)CN2CCN(c3cc4c(cc3F)c(=O)c(C(=O)N/N=C/c3ccc(OC)cc3)cn4C3CC3)CC2)cc1 | 100.7 | 76.6 | 100.3 | 79.0 | 57.6 | 88.8 | 93.9 | 90.2 | 102.0
55 | Cc1cccc(C(=O)/C=C/c2c(Cl)nc3sccn23)c1 | 88.8 | 73.7 | 96.4 | 84.8 | 64.9 | 56.6 | 87.7 | 73.3 | 102.4
56 | CNC(=O)c1cc(Oc2ccc(NC(=O)c3nc(S(C)(=O)=O)n(C)c3-c3ccc(F)cc3)cc2)ccn1 | 72.1 | 57.8 | 68.5 | 54.9 | 47.9 | 64.2 | 75.4 | 71.9 | 93.8

Three compounds from above, ordered by SMILES length, rising.
# | compound | SW-620 | HCT-15 | TK-10 | SN12C | UO-31 | HCT-116 | 786-0 | HT29 | HCC-2998
55 | Cc1cccc(C(=O)/C=C/c2c(Cl)nc3sccn23)c1 | 88.8 | 73.7 | 96.4 | 84.8 | 64.9 | 56.6 | 87.7 | 73.3 | 102.4
46 | COc1ncc(-n2c(C(=O)N3CC(F)C3)cc3cccnc32)cc1Cl | 102.7 | 95.9 | 96.4 | 101.8 | 90.6 | 99.0 | 98.6 | 103.7 | 94.7
51 | Cc1cc(N2CCN(C)CC2)nc(N(CCNc2ccnc3cc(Cl)ccc23)Cc2ccccn2)n1 | 69.4 | 67.7 | 96.9 | 84.7 | 62.0 | 56.2 | 73.0 | 41.5 | 98.2

Compound activity: PubChem BioAssay, NCI
